Assay outcomes (PubChem BioAssay)
Mm-Cpn inhibitor: inhibitors of Methanococcus maripaludis chaperonin (MmCpn) | purified Mm-Cpn ATPase, ADP Transcreener TR-FRET | Potency, µM (series often up to 76.9 µM), inactives show top-dose activity, negative = inhibition, hits mostly inhibitors | hit rate 0.031% among 330,000 | AID 504842; also: potency is read from the fitted curve at half-maximal effect; % is scaled to controls: 0 for no effect and ±100 for the full control effect; nearly all actives have a fitted effect of over 80% in size
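Quantitative HTS used 25 nM Mm-CPN and 10 uM ATP in magnesium/KCl Tris buffer, pH 7.4, with 1 mM DTT. Hydrolysis ran 30 min at 37°C; ADP was read by HTRF.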
Nrf2 inh: Nrf2 pathway inhibition | A549 ARE-Fluc reporter, luciferase luminescence, 18-24 h | Potency, µM (titrated, usually from 46 µM), for the others: at the top dose activity change, negative = inhibition, actives largely listed as inhibitors | hit rate 2.1% among 360,000; also: potency is read from the fitted curve at half-maximal effect; % is scaled to controls: 0 for no effect and ±100 for the full control effect; nearly all actives have a fitted effect of over 60% in size
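Cells were seeded and rested 2 h, then exposed to compounds for 18-24 h. CellTiter-Fluor was read first as a viability measure. BugLite was added 15 min before the final luminescent read of ARE-luciferase activity in A549 cells.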
A549 tox: counter-screen for Nrf2 inhibitors: cytotoxicity in A549 cells; A549 ARE-Fluc cells, CellTiter-Fluor viability, 18-24 h; Potency, µM (highest dose often 46 µM), for the others: at the top dose activity change, negative = cytotoxicity, usual class: inhibitors; hit rate 0.16% among 390,000; AID 504648; also: potency is read from the fitted curve at half-maximal effect; % is scaled to controls: 0 for no effect and ±100 for the full control effect
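Cytotoxicity counterscreen: CellTiter-Fluor fluorescence was measured in A549 ARE_Fluc cells after 18-24 h of compound exposure in a concentration series. The subsequent BugLite luminescent read reports ARE-luciferase activity.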
CCT chaperon mod: cytosolic chaperonin activity modulation; purified chaperonin ATPase assay, HTRF ADP detection, 30 min; hit rate 0.3% among 360,000; activity change, % (no concentration beside the values), hits read low; in the data active = activity change below about -30%; also: % is scaled to controls: 0 for no effect and ±100 for the full control effect
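First, chaperonin was dispensed at 40 nM or 20 nM final depending on batch activity. Next, compounds were pinned at 76 uM and ATP added at 10 uM. After 30 min at 37 °C, ADP detection reagents ran 30 min at ambient temperature.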
Nrf2 ARE act: activators of Nrf2 (ARE) signaling; AID 624171; Potency, µM (titrated, usually from 46.1 µM), for the others: top-dose activation, actives largely listed as activators; hit rate 0.31% among 410,000; AREc32 ARE-luciferase reporter (MCF7-derived line), luminescence, 24 h; also: potency is read from the fitted curve at half-maximal effect; % of control where 0% means no effect; nearly all actives have a fitted effect of over 65% in size
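Reporter line AREc32 (ARE-Fluc), seeded overnight in OPTI-MEM with 5% FBS; compound pin-transferred, 24 hr at 37 deg C, 5% CO2; luminescent read-out.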
pAkt inh: blocks phosphorylation of Akt; Neuro2A IGF-stimulated pAkt S473 HTRF, 20 min; stronger effect = lower value; activity change, % for hits at 50 µM; hit rate 0.32% among 360,000; AID 651550; in the data active = activity change below about -80%; inconclusive = mostly about -51% to -80%; also: % is scaled to controls: 0 for no effect and ±100 for the full control effect
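Neuro2A cells (4,500/well, DMEM with 0.5% FBS) were treated with compound at a single 50 µM final concentration, stimulated with 6 nM IGF for 20 min at 37 °C, and lysed. Phospho-Akt Ser473 was read by HTRF as 665/615 ratio ×10^4.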
TGFb SMAD3 inh: TGF-b pathway inhibition; HepG2 CAGA-GFP TGF-b/SMAD3 reporter, GFP fluorescence, 18 h; TGF-beta stimulated, 500 pg/mL final; Potency, µM (highest dose often 46.1 µM), inactives show at the highest dose activity, negative = inhibition, actives largely listed as inhibitors; hit rate 1.2% among 410,000; AID 588855; also: potency is read from the fitted curve at half-maximal effect; % is scaled to controls: 0 for no effect and ±100 for the full control effect; nearly all actives have a fitted effect of over 65% in size
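Read-out: total well GFP (ex488/em500-530) summed from mean per-cell fluorescence. Cells: HEPG2 CAGA-GFP, 1% FBS DMEM, 18 h at 37 degrees C with 500 pg/mL final TGF-beta. Unstimulated wells served as the full-inhibition control; stimulated DMSO wells = 0%.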
Abeta rescue: restores growth of yeast expressing A-beta42 peptide; yeast expressing A-beta42, growth rescue, OD600, 48 h; response scale: 0% DMSO, 100% iron-clioquinol control; Potency, µM (titrated, usually from 46.1 µM), inactives show at the highest dose growth rescue, hits mostly activators; hit rate 0.063% among 410,000; AID 1347071; also: potency is read from the fitted curve at half-maximal effect; nearly all actives have a fitted effect of over 55% in size
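Yeast growth medium received pinned compounds, then yeast cells expressing toxic A-beta were added; plates incubated at 30 C for 48 hr. Growth read as absorbance at 600 nm, normalized to DMSO and equimolar FeCl3 plus clioquinol controls.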
HepG2 tox: HepG2 cytotoxicity, counter-screen for TGF-b inhibitors | Potency, µM (top dose mostly 46.1 µM), for inactives: top-dose activity change, negative = cytotoxicity, actives largely listed as cytotoxic | hit rate 0.76% among 410,000 | HepG2 CAGA-GFP viability, ATP luminescence, 18 h; also: potency is read from the fitted curve at half-maximal effect; some results filed as inactive show a strong effect at the top dose
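HepG2 CAGA-GFP cells (1000/well, DMEM with 1% FBS) received compound, then TGF-beta at 500 pg/mL final, and were incubated 18 hours at 37 degrees C. Viability was read by CellTiter-Glo luminescence. Media-only wells were set as complete cell-killing and DMSO as no toxicity.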
An asterisk follows results filed as active; i = inactive; ? = inconclusive; nt = no result given; [ ] = dose if it differs, or a comment. Unless noted, calls follow the shape of the dose curve; as a rule, active = well fitted curve in the direction sought with a large enough effect; inconclusive = small, poorly fitted or top-dose-only effect, or another doubt; inactive = no such curve, though single readings can be large; an effect the other way counts as inactive or inconclusive.

Structure	Nrf2 inh	TGFb SMAD3 inh	CCT chaperon mod	Nrf2 ARE act	Mm-Cpn inhibitor	A549 tox	HepG2 tox	Abeta rescue	pAkt inh
CCS(=O)(=O)Nc1cc(C(=O)O)ccc1C	7.4%	3.0%	-2.9	0.1%	-0.9%	-5.4%	8.7%	-8.1%	i
CC(=O)NC(CC(=O)OCC(=O)c1ccc(NC(=O)CC(C)C)cc1)c1ccccc1 (stereo not given)	-0.8%	-10.9%	1.0	3.1%	0.4%	6.1%	9.7%	-11.7%	i
COCCn1c(SCC(=O)N2CCCc3ccccc32)nnc1-c1ccco1	2.2%	?	-0.6	0.2%	0.7%	2.3%	11.6%	-1.8%	i
O=C(O)CC1NCCc2ccccc21 (stereo not given)	2.7%	5.1%	0.5	-1.2%	1.0%	7.2%	1.1%	8.2%	i
Cc1cccc(OCC(=O)Nc2ccc(Cl)c(-c3nc4ccccc4[nH]3)c2)c1	-21.5%	?	nt	-0.3%	nt	-12.8%	-9.4%	10.3%	nt
CCOc1ccc(Cc2onc3c2C(=O)CC(C)(C)C3)cc1OCC	?	-41.5%	-2.2	-0.4%	4.0%	4.1%	-10.4%	-10.7%	i
Cc1nc(N2CCC(C)CC2)c2c(C)c(C(=O)Nc3ccc(C)c(F)c3)sc2n1	-0.6%	-0.9%	-1.1	-0.3%	0.3%	-1.3%	2.5%	-0.1%	i
CCCc1ccc(S(=O)(=O)N/N=C\c2ccc3c(c2)OCO3)cc1	-18.6%	-20.0%	-0.1	-0.9%	-0.4%	-0.7%	-16.7%	24.7%	i
CCOC(=O)c1c(C)[nH]c(C2=NNC(=Nc3ccccc3OC)SC2)c1C	?	-11.8%	-5.4	19.1%	-0.8%	-12.2%	-0.1%	17.6%	i
COc1ccc(NC(=O)NCc2ccc3c(c2)OCO3)cc1OC	2.2%	-0.3%	0.3	-0.2%	1.7%	3.7%	-44.7%	-0.1%	i
CCOC(=O)[C@]12CCC=C1N(Cc1ccc(Cl)cc1Cl)C(=O)[C@H](CC(=O)N1CCOCC1)C2	nt	nt	0.0	0.2%	nt	nt	nt	7.4%	i
CCCc1cc(=O)[nH]c(SCc2ccc(C#N)cc2)n1	-15.9%	-5.2%	0.8	0.1%	-1.7%	-0.8%	10.3%	15.6%	i
O=C(C1CCN(S(=O)(=O)c2ccccc2)CC1)N1CCCCC1	1.5%	4.2%	-1.1	-0.7%	2.2%	2.2%	7.0%	-8.3%	i
CCOC(=O)c1c(C)nc2sc3c(=O)[nH]cnc3c2c1-c1ccc(OC)cc1	-1.5%	5.0%	-2.1	1.9%	?	-3.3%	4.8%	11.7%	i
COC(=O)C1=C(Nc2ccccc2NC(=O)CCCC(=O)O)CSC1	-5.4%	14.5%	-0.3	-0.1%	-4.9%	-6.6%	-19.8%	-17.4%	i
CCc1c(C)nc(SC)n(CC#N)c1=O	5.8%	-9.5%	-0.3	2.0%	-26.8%	9.9%	1.6%	-0.6%	i
CC(C)(C)NC(=O)C(c1ccc(O)cc1)N(C(=O)CCC(=O)Nc1nccs1)c1ccccc1F (stereo not given)	0.6%	5.5%	0.0	-0.5%	0.5%	0.2%	3.4%	-19.0%	i
O=S(=O)(c1ccccc1)c1cnc(-c2cccnc2)nc1-c1ccc(Cl)cc1Cl	?	-2.3%	0.5	-0.4%	2.0%	-3.3%	-29.1%	-5.4%	i
COc1ccc(-c2cc(-n3c(C(F)(F)F)nc4ccccc43)n(CCC#N)n2)cc1	?	1.4%	-0.6	0.0%	-0.7%	1.3%	-4.3%	-4.3%	i
CC(C)CCN1CC(=O)N2[C@@H](Cc3c([nH]c4ccccc34)C2(C)C)C1=O	-6.9%	0.0%	-5.7	-0.3%	1.4%	1.9%	-5.5%	2.5%	i
O=C(Cc1coc2cc3c(cc12)CCC3)OCc1cc(=O)n2c(n1)sc1ccccc12	7.6%	-9.3%	-1.1	0.2%	-5.8%	11.5%	-17.4%	-5.5%	i
CCN(CC(=O)NCc1ccc(Cl)cc1)C(=O)c1cc(S(=O)(=O)NCc2ccccc2)ccc1C	?	-7.8%	-1.1	0.0%	0.7%	-9.8%	-37.4%	-11.0%	i
O=C(Nc1ccc(F)cc1F)c1ccccc1-c1ccccc1	6.2%	10.6%	-0.9	0.3%	-2.1%	6.5%	-15.5%	22.4%	i
COCCNC(=O)c1sc2nc3n(c(=O)c2c1C)CCC3	-11.5%	?	nt	-0.4%	nt	6.8%	8.1%	0.3%	nt
O=C(Nc1ccccc1)Nc1cccc(NC(=O)Nc2ccccc2)c1F	5.9%	-0.2%	-0.1	-0.4%	-0.1%	0.7%	-35.5%	-28.4%	i
O=C1CC(N2CCN(S(=O)(=O)c3ccccc3F)CC2)C(=O)N1c1ccccc1F (stereo not given)	3.0%	2.3%	-0.9	0.1%	nt	0.2%	17.9%	12.1%	i
COC(=O)c1sc(-c2ccc(C(C)(C)C)cc2)cc1NC(=O)COCC(=O)O	-12.2%	0.0%	0.3	3.2%	-12.3%	-15.4%	-9.8%	-93.7%[inhibitor]	i
CCC(Oc1ccccc1)C(=O)N1CCN(S(=O)(=O)c2ccccc2)CC1 (stereo not given)	-6.9%	-21.1%	-1.0	0.8%	-0.5%	4.8%	-19.1%	-0.3%	i
CCCC(C(=O)NCCC(C)C)N(Cc1ccccc1Cl)C(=O)c1snc(C(N)=O)c1N (stereo not given)	?	?	-4.1	3.3%	-5.2%	1.0%	9.4%	6.9%	i
O=C(CCn1c(=O)sc2ccccc21)NCc1cccs1	-14.5%	0.4%	-1.1	0.0%	0.6%	5.0%	-2.6%	15.1%	i
CCOC(=O)N1CCN(C(=O)c2cnn(-c3cccc(C)c3)c2-n2cccc2)CC1	10.2%	-9.0%	nt	4.7%	nt	-4.2%	-11.9%	-3.3%	nt
Cc1ccc(S(=O)(=O)c2nnn3c2nc(NC2CCCCC2)c2sccc23)cc1C	?	nt	nt	-0.1%	nt	-22.7%	-19.3%	8.5%	nt
O=C(Nc1ccc2c(c1)OCO2)c1ccc[n+]([O-])c1	3.9%	3.3%	0.0	-0.5%	-0.9%	-8.4%	-6.7%	4.6%	nt
CN(c1ccccc1)S(=O)(=O)c1ccc(C(=O)N2CCCC(C(F)(F)F)C2)cc1 (stereo not given)	-11.0%	0.0%	-1.8	-0.2%	0.6%	5.3%	-17.5%	-8.5%	i
CC(C)=C1SC(N2CCOCC2)=NC1=O	7.6%	-0.9%	-3.2	0.1%	2.2%	-11.2%	-12.3%	7.7%	i
O=C(/C=C/c1ccccc1[N+](=O)[O-])N1CCc2ccccc2C1	22.9%	-5.2%	2.1	8.91µM*	-0.8%	-0.1%	-10.9%	8.4%	i
CCOc1ccc(-c2c(C(=O)N/N=C/C3CC=CCC3)nnn2-c2nonc2N)cc1 (stereo not given)	-0.9%	8.8%	-0.9	-0.3%	0.9%	-3.6%	2.4%	17.5%	i
CCOC(=O)C1CCN(CCC(=O)Nc2ccc(Cl)cc2)CC1	7.9%	?	-1.0	3.3%	-0.1%	0.7%	-18.2%	-2.4%	i
CC(C)c1ccc(NC(=O)c2cc3sc(Cl)cc3n2C)cc1	28.0%	-6.8%	nt	6.7%	nt	-2.7%	-5.5%	-12.5%	nt
COCCN1C(=O)N(c2cccc(C)c2)C(=O)C1CC(=O)Nc1ccc(F)cc1 (stereo not given)	nt	1.4%	-0.2	0.1%	-1.4%	6.9%	-15.6%	-9.5%	i
COc1ccc(NC(=O)Cn2c(=O)n(CCc3ccccc3)c(=O)c3ccccc32)cc1	17.5%	-1.9%	nt	3.3%	nt	-1.9%	0.4%	-3.6%	nt
Nc1c(C(=O)NCc2ccco2)sc2nc3c(cc12)C(=O)CCC3	nt	-1.4%	0.6	0.7%	-6.8%	8.1%	-0.5%	-4.7%	i
CCOC(=O)c1c(NC(=O)Nc2cccc(Cl)c2)sc(C)c1C	-24.9%	24.2%	2.0	0.1%	-1.4%	-3.1%	0.1%	-4.9%	i
Cc1ccc2c(C)c(C(=O)N(C)C(C)c3ccon3)oc2c1C (stereo not given)	?	-5.8%	-0.1	4.0%	-0.1%	7.1%	-13.0%	-3.0%	i
CCOc1ccc(C(=O)NCc2ccco2)cc1OCC	0.9%	-1.8%	-0.5	7.1%	-7.5%	0.2%	-6.5%	9.6%	i
CCOC(=O)c1cc(-c2ccc(OC)cc2)n(CCC(=O)NC2CCC(C)CC2)c1C (stereo not given)	nt	-20.4%	nt	9.1%	nt	-10.0%	-8.9%	-12.9%	nt
